Screening results deposited in PubChem by several laboratories.
ERa SRC1 inh – blocks coactivator binding to human estrogen receptor alpha. P03372. TR-FRET ER-alpha LBD / SRC-1 peptide, estradiol-bound. inhibition, % at 25.6 µM. actives 1.7% (n = 86,000). AID 629; in the data active means inhibition above about 50%;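 further: 0% = receptor plus peptide control and 100% = peptide only without receptor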
FAK blocker – inhibitors of human focal adhesion kinase. Q05397. biochemical FAK kinase activity assay. inhibition, %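 (tested at 7 µM)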. actives 0.84% (n = 97,000); in the data active means inhibition above about 19%;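 further: 0% = DMSO and 100% = reference compound high control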
ERb SRC1 inh – blocks coactivator binding to human estrogen receptor beta. inhibition, % at 25.6 µM. Q92731. actives 1.3% (n = 86,000). TR-FRET ER-beta LBD / SRC1-Cy5 peptide binding; receptor agonist-loaded with 1 µM estradiol;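 active means compounds whose percent inhibition of the receptor-coactivator binding signal exceeds about 50% in the single-dose screen, limit read from the data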;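 further: 0% = receptor plus peptide wells without compound and 100% = peptide-only wells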
PLK1 kinase inh – inhibitors of human PLK1 kinase | inhibition, % at 10 µM | recombinant PLK1 kinase, TR-FRET peptide phosphorylation | P53350 | AID 619 | actives 0.53% (n = 97,000);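 active means inhibition of 50% or more in the single-concentration screen; inactive means inhibition below 50%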;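 further: 0% = DMSO max control and 100% = H-89 dihydrochloride min control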
Target sequence (P53350 whole entry, looked up): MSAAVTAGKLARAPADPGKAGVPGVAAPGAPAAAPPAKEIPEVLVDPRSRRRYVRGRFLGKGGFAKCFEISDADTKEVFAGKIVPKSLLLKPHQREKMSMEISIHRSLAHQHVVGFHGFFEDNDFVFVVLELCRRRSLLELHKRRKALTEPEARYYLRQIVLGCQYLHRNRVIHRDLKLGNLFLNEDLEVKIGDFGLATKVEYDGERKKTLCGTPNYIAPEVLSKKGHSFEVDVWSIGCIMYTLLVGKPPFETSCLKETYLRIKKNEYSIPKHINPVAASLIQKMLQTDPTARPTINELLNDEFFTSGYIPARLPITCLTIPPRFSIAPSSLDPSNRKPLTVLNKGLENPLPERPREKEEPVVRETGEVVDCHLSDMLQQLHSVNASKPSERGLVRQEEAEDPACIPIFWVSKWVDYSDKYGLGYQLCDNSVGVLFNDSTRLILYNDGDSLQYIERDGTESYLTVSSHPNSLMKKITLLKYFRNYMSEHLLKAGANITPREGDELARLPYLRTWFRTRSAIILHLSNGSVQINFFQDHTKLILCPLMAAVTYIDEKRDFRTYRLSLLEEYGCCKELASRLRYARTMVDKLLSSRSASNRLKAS
Rev-RRE block – inhibitors of HIV-1 Rev-RRE RNA interaction. Rev peptide-RRE RNA binding, FRET. inhibition, % at 8 µM. actives 0.79% (n = 97,000). P05866;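 active means inhibition above the screen-wide mean plus 3 SD, cut at about 35% in these data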;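 further: 0% = median DMSO wells and 100% = median Neomycin B control wells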
Target sequence (P05866 whole entry, looked up): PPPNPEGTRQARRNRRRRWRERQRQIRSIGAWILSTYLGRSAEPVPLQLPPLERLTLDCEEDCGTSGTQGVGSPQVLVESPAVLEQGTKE
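Material: labelled RRE RNA duplex and labelled Rev peptide / Buffer or medium: HEPES pH 7.5 salt buffer with EDTA / Compound dosing: single point, 8 µM final nominal compound concentration / Benchmarks: DMSO low control, neomycin B high control / Timing: 5 min preincubation and 15 min binding, 25 °C / Technique: FRET fluorescence readout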
Mac1 fbg inh – inhibitors of human CD11b/CD18 binding to fibrinogen. P05107+P11215. K562 CD11b/CD18 adhesion to fibrinogen, ATPlite luminescence; Mn2+ added to activate the integrin. inhibition, % at 10 µM. actives 0.54% (n = 93,000). AID 1497;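 active means primary inhibition of 50% or more at 10 µM, then 40% or more on retest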; further: some results filed as inactive read as strong as hits
ERa SRC1 pot – ER-alpha (human) coactivator binding potentiation. P03372. TR-FRET ERalpha-LBD/SRC-Cy5 coactivator binding, 2 h; 100 = basal binding, no effect. coactivator binding (% of control), % at 25.6 µM. actives 1.3% (n = 86,000); in the data active means activity above about 200%;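 further: binding measured in presence of low estradiol as agonist stimulus; 0% = peptide alone without receptor and 100% = receptor with peptide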
Mac1 fbg enh – CD11b/CD18-fibrinogen binding enhancement | activation, % at 10 µM | actives 0.07% (n = 93,000) | K562 CD11b/CD18 adhesion to fibrinogen, ATPlite luminescence;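 active means 10 µM primary screen giving 50% or more activity, confirmed by 40% or more on retest at that dose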; further: strong numbers were not always called active
Plk1 PBD FP – Plk1 (human) PBD binding inhibition; P53350; Plk1 PBD phosphopeptide binding, fluorescence polarization; inhibition, %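 (tested at about 20 µM)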; actives 0.13% (n = 97,000); in the data active means inhibition above about 34%, passing the limit was not always enough
The depositor's hits bear a star; / = no result given; [ ] = another dose, or the depositor's remark. Rows are unselected; about 4.7% have a hit in one of these screens.

ERa SRC1 inh,FAK blocker,ERb SRC1 inh,PLK1 kinase inh,Rev-RRE block,Mac1 fbg inh,ERa SRC1 pot,Mac1 fbg enh,Plk1 PBD FP,compound
8,-1,0,-3,8,/,97,/,11,CCN(CC)C(=O)CSc1nnc(-c2ccco2)n1N
2,-2,-11,-11,6,5,117,-3,-3,O=C(CCNS(=O)(=O)c1ccccc1F)NCc1ccc2c(c1)OCO2
0,-2,-1,-10,2,2,112,-2,-9,Cc1ccc(NC2=NC(C(=O)Nc3ccc(C)c(C)c3)CC(=O)N2)cc1 (stereo not drawn)
/,1,/,-12,3,/,/,/,-8,COc1ccccc1-n1c(SCC(=O)Nc2nnc(C)s2)nc2c(c1=O)SCC2
6[fluorescence artefact?],2,5[fluorescence artefact?],-8,4,-18,117,2,11,O=C(NCCc1ccncc1)C(F)(F)F
1,-2,5,-8,4,1,107,2,-1,COc1cccc(-c2nnn(CC(=O)NC3CCCC3)n2)c1OC
1,-1,-6,-31,3,-24,104,-2,-12,Cn1c(=O)c2cc(S(=O)(=O)Nc3cccc(F)c3)ccc2n(C)c1=O
0,-2,7,-20,10,0,114,0,-22,Cn1nnnc1SCc1cccc(CSc2nnnn2C)n1
-4,/,8,/,/,-9,114,-4,/,COc1ccc(OCC(=O)NC2CC(C)(C)NC(C)(C)C2)cc1
1,3,-1,-8,8,1,114,0,18,COc1ccc(CNS(=O)(=O)c2ccc(OC)cc2)cc1
-6,/,-8,/,/,-18,104,1,/,Cc1cc(C)cc(NC(=O)C2CCN(c3nc(C)cc(C)n3)CC2)c1
1,9,-6,-7,8,-10,123,1,5,COc1ccc(C)cc1N(CC(=O)NC1CCCC1)C(=O)CCC(=O)Nc1cc(C)on1
-9,0,-14,-7,2,-30,94,-1,11,CS(=O)(=O)Nc1ccc(C(=O)NCCSC2CCCCC2)cc1
6[fluorescence artefact?],/,9[fluorescence artefact?],/,/,12,102,3,/,CCC(c1nnnn1Cc1cccs1)N1CCN(c2nc3ccccc3s2)CC1 (stereo not drawn)
24[fluorescence artefact?],1,20,-11,1,-8,160,2,31,CCc1ccccc1NC(=O)C(CC)Sc1nc2cc3c(cc2c(=O)n1Cc1ccco1)OCO3 (stereo not drawn)
/,-1,/,-4,8,-7,/,3,-15,Cc1ccc(C(=O)CSc2nsc(C)c2C#N)cc1
-1[fluorescence artefact?],0,-2[fluorescence artefact?],-11,5,-10,96[fluorescence artefact?],-1,-9,CCOC(=O)N1CCN(C(=O)Cn2ccc3ccccc3c2=O)CC1
-4,0,-1,-1,5,2,97,-4,28,COCCCNC(=O)CC(NS(=O)(=O)c1ccc(C)cc1)c1ccc(OC)cc1 (stereo not drawn)
3[fluorescence artefact?],-3,3[fluorescence artefact?],-6,0,0,104,-2,2,Cc1cccc(OCCC(=O)NCC(c2ccccc2)N(C)C)c1 (stereo not drawn)
14,1,20,56*,4,10,82[fluorescence artefact?],3,4,Cc1oc(-c2cccc(Cl)c2)nc1CN1CCCC(C(=O)NC(C)c2ccc3c(c2)OCCO3)C1 (stereo not drawn)
2,3,14,-11,3,/,101,/,16,CC(=O)OCc1nc2sc3c(c2c(=O)[nH]1)CCCC3
-7,/,2,/,/,0,115,-2,/,CCCCNC(=O)Nc1ccnn1C1CCCCC1
/,0,/,-18,5,-25,/,-5,5,CCn1cc([N+](=O)[O-])c(C(=O)N2CCCC2)n1
/,0,/,-7,7,/,/,/,-26,CN1CCN(c2ccc([N+](=O)[O-])cc2C(=O)c2ccc(Br)cc2)CC1

Part of the list above, tab-delimited.
smiles	ERa SRC1 inh	FAK blocker	ERb SRC1 inh	PLK1 kinase inh	Rev-RRE block	Mac1 fbg inh	ERa SRC1 pot	Mac1 fbg enh	Plk1 PBD FP
COc1cccc(-c2nnn(CC(=O)NC3CCCC3)n2)c1OC	1	-2	5	-8	4	1	107	2	-1
Cn1c(=O)c2cc(S(=O)(=O)Nc3cccc(F)c3)ccc2n(C)c1=O	1	-1	-6	-31	3	-24	104	-2	-12
Cn1nnnc1SCc1cccc(CSc2nnnn2C)n1	0	-2	7	-20	10	0	114	0	-22

More results
ERa SRC1 inh,FAK blocker,ERb SRC1 inh,PLK1 kinase inh,Rev-RRE block,Mac1 fbg inh,ERa SRC1 pot,Mac1 fbg enh,Plk1 PBD FP,compound
/,2,/,-17,3,/,/,/,25,O=S(=O)(c1ccc(F)cc1)n1ccc2cccnc21
-3,8,-5,-16,4,-12,89,-3,-8,CCn1c(SCC(=O)N2CCOCC2)nnc1-c1cccs1
18[fluorescence artefact?],1,16[fluorescence artefact?],-5,-6,14,163[fluorescence artefact?],-2,-2,COc1cccc(OCCN2CCN(c3ncnc4c3cnn4-c3ccccc3)CC2)c1
29,8,7[fluorescence artefact?],-2,0,-18,111,0,12,Cn1nccc1C(=O)c1ccc(Cl)cc1
-3,-2,-10,-1,1,-7,121,-3,-4,Cc1cccc(C(=O)N2CCN(Cc3ccc4c(c3)OCO4)CC2)c1
/,-7,/,-4,4,12,/,0,-40,CCOC(=O)CSc1nc(C2CC2)cc(-c2ccc(F)cc2)c1C#N
-1,/,20[fluorescence artefact?],/,/,2,82[fluorescence artefact?],-2,/,CCOC(=O)C1CCN(C(c2cccs2)c2sc3nc(C)nn3c2O)CC1 (stereo not drawn)
-9,2,13,-9,-1,-26,99,-1,-7,O=C(CCCN1C(=O)c2ccccc2C1=O)NCc1cccnc1
-12,-4,-3[fluorescence artefact?],-5,8,8,103,-6,-15,Cc1ccc(S(=O)(=O)N2CCN(Cc3cc(C(C)C)ccc3O)CC2)cc1
-4,-3,-6,-4,2,0,110,-3,-3,Cc1ccc(-c2nnc(N(C)C(=O)c3ccncc3)s2)cn1
-31,2,-20[fluorescence artefact?],-14,4,19,108,4,-14,Cc1nn(-c2nc3ccccc3s2)c(N)c1-c1ccccc1
5,0,-2,-10,1,/,123,/,12,CCc1ccc(NC2=NCC(=O)N2c2ccc3c(c2)OCCO3)cc1
17[fluorescence artefact?],-7,2[fluorescence artefact?],4,9,/,221*[fluorescence artefact?],/,0,CCN(CC)C(=O)CSc1nc(N)c(C#N)c(-c2cccs2)c1C#N
-3,14,-5,-12,10,0,124,-4,-9,CCOC(=O)C1=C(C)Nc2nc(SCc3cccnc3)nn2C1c1ccc(OC)cc1 (stereo not drawn)
-1,-3,-1,-6,6,-14,114,3,-5,Nc1ccc(-n2nnnc2-c2ccco2)cc1
-7,2,-10,4,-4,-8,117[fluorescence artefact?],-4,5,CCOC(=O)N1CCC(Nc2c(NCCCN(C)Cc3ccccc3)c(=O)c2=O)CC1
-8,/,-4,/,/,-6,111,-8,/,Cc1ccc2oc(=O)c3cnn(CC(=O)N4CCCCC4C)c3c2c1 (stereo not drawn)
/,-4,/,4,6,/,/,/,3,O=c1[nH]c(CS(=O)(=O)c2ccccc2)nc2ccccc12
-32,0,-25,-10,10,3,109[fluorescence artefact?],-4,9,Nc1c(C(=O)NCCN2CCOCC2)c2nc3ccccc3nc2n1-c1ccccc1
-26,0,-31,-15,7,-7,105,2,-6,O=C(Nc1ccc2c(c1)OCO2)c1c(F)c(F)c(F)c(F)c1F
-9,6,-10[fluorescence artefact?],0,9,-5,90,-1,20,CN(c1ccccc1)S(=O)(=O)c1cccc(C(=O)N2CCN(c3ccccn3)CC2)c1
-9,/,-7,/,/,-11,124,0,/,CCOc1ccc(C2CC(c3cccc(C)c3)n3nc(N)nc3N2)cc1 (stereo not drawn)
-1,-4,-3,-7,0,1,102,-1,0,CN(C(=O)COC(=O)C1CCN(S(=O)(=O)c2cccs2)CC1)C1CCS(=O)(=O)C1 (stereo not drawn)
-2,-3,-6,-5,7,-14,103[fluorescence artefact?],6,14,Cn1nnnc1SCC(=O)Nc1ccc(Oc2ccccc2)cc1
6[fluorescence artefact?],/,1[fluorescence artefact?],/,/,-17,105,-2,/,CC(=O)NCC(=O)N(c1c(C)n(C)n(-c2ccccc2)c1=O)C1(C(=O)NC2CCCC2)CCCCC1
-7,/,4,/,/,-3,115,4,/,Cc1c(C(=O)NCC2CCCO2)oc2ccc(S(=O)(=O)N3CCCC3)cc12 (stereo not drawn)
-11,-9,13[fluorescence artefact?],-4,15,19,107,-5,-10,Cc1nn(-c2ccccc2)c2c1P(=O)(O)/C(=C1\N(C)c3ccccc3C1(C)C)C=N2
/,0,/,-6,0,-21,/,-1,17,Cc1cc(C)n(-c2nc(NC(C)(C)C)nc(NC(C)(C)C)n2)n1
2[fluorescence artefact?],17,-5[fluorescence artefact?],2,5,6,96,2,-25,CCN(CC)C(=O)c1cc2c(=O)n3cccc(C)c3nc2n1C
-8,-1,-4,-14,1,-25,115,5,2,Cc1ccc(SCC(=O)NCCCN2CCOCC2)cc1
-19,2,-20,-14,3,/,93,/,-11,CCOC(=O)c1c(N)sc(C(=O)N2CCCCC2)c1C
-1,1,-9,-10,7,-3,114,-4,2,CCN(c1ccccc1)S(=O)(=O)c1ccc(C(=O)Nc2nccs2)cc1
6,0,17,-16,5,45,77,-2,3,c1ccc(Oc2nc(NCc3ccco3)nc(NCc3ccco3)n2)cc1
16[fluorescence artefact?],1,4[fluorescence artefact?],0,2,1,181[fluorescence artefact?],-2,1,CC(C)COc1ccc(-c2nnc(-c3ccncc3)o2)cc1
4,-2,14,-1,0,-11,94,-5,-5,Cc1cc(C(=O)COC(=O)Cn2c(C(F)(F)F)nc3ccccc32)c(C)n1Cc1ccco1
/,3,/,-10,12,/,/,/,-10,Cc1ccc(OCC(=O)NNC(=O)C2CCN(c3nc(C)cc(C)n3)CC2)cc1
-8,7,-7,-4,7,-5,115,-7,-4,COCCNCC(=O)NC12CC3CC(CC(C3)C1)C2
-38,0,-41,-10,7,/,79,/,-12,CCOC(=O)Nc1sc(C(=O)N(CC)CC)c(C)c1C(=O)OCC
-24,-1,11,-21,14,4,120[fluorescence artefact?],-3,-19,COCc1cc(=O)n2c([nH]c3ccccc32)c1C#N
/,4,/,-9,-4,-1,/,30,-18,COc1ccc(/C=N/NC(=O)c2nc(Cl)c(Cl)c(N)c2Cl)cc1COc1ccc(F)cc1F
5,-6,-10,-8,-2,-19,124,-1,-2,Cc1nn(C)cc1NC(=O)CCSc1nc(-c2ccco2)cc(C(F)(F)F)n1
2,-3,5,-10,8,-14,107[fluorescence artefact?],-8,1,Cc1cc(NS(=O)(=O)c2ccc(NC(=O)Cc3cccs3)cc2)no1
-2[fluorescence artefact?],-1,30[fluorescence artefact?],-12,0,-43,67,-3,11,c1ccc(-c2csc(NNC3=NCCCCC3)n2)cc1
3[fluorescence artefact?],2,-1[fluorescence artefact?],-13,3,-8,118,0,-7,Cc1cc(NC(=O)CCC(=O)N(c2ccccc2)C(C(=O)NC2CCCC2)c2ccncc2)no1 (stereo not drawn)
/,-2,/,-19,2,1,/,0,-4,O=C1NN(c2ccccc2)C(=O)/C1=C\c1ccccc1OCC(=O)N1CCOCC1
-39,-2,-20,-7,-1,-13,100,2,-9,COc1ccc(N2C(=O)CC(N3CCN(C4CCc5ccccc5C4)CC3)C2=O)cc1 (stereo not drawn)
6,9,-12,2,18,18,73[fluorescence artefact?],-4,8,CCOC(=O)C(C)On1c(-c2ccccc2)nc2ccc([N+](=O)[O-])cc21 (stereo not drawn)
-13,-2,3,-4,-2,10,97[fluorescence artefact?],13,3,Cc1cccc(N(CC(=O)N2CCCC2)S(=O)(=O)c2ccccc2)c1C
